OX1R antag-1: OX1R (HCRTR1) antagonists, primary screen, fluorescence, CHO/OX1R cells, Fluo-8 calcium, orexin A; 0.43% of 330,000 active; Orexin/Hypocretin receptor type 1 (Homo sapiens), O43613; Fluo-8 calcium fluorescence; inhibition, % at 5 µM; AID 434989, 2010;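 active means inhibition above its plate's threshold, mean inhibition of all tested compounds on the plate plus 3 SD, cut at about 37% in these data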;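 further: 0% = orexin A challenge wells and 100% = SB-334867-A antagonist wells; not every result past the cut was called active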
Target sequence (O43613 whole entry, looked up): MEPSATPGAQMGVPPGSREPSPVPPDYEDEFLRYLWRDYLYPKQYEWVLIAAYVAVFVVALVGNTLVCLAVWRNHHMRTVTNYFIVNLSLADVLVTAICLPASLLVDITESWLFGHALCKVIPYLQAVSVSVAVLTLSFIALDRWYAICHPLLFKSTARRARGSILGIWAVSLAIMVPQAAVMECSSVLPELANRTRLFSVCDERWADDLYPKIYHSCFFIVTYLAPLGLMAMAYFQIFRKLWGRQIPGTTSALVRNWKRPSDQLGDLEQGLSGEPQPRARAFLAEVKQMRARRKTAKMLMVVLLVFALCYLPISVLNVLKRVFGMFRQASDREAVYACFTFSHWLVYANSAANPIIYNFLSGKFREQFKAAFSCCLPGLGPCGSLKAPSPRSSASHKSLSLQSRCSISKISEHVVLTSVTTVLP
CHT allo act: CHT positive allosteric modulators, primary screen, cell-based, membrane potential dye, choline EC20 | CHT-expressing cells; active compounds read high; LV-AA mutant CHT in HEK293 cells | 0.49% of 310,000 active | B-score at 10 µM;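 active means initial fluorescence not abnormally high and integrated response B-score, plate-corrected, over 3 SD above library mean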
Target sequence (Q9GZV3 whole entry, looked up): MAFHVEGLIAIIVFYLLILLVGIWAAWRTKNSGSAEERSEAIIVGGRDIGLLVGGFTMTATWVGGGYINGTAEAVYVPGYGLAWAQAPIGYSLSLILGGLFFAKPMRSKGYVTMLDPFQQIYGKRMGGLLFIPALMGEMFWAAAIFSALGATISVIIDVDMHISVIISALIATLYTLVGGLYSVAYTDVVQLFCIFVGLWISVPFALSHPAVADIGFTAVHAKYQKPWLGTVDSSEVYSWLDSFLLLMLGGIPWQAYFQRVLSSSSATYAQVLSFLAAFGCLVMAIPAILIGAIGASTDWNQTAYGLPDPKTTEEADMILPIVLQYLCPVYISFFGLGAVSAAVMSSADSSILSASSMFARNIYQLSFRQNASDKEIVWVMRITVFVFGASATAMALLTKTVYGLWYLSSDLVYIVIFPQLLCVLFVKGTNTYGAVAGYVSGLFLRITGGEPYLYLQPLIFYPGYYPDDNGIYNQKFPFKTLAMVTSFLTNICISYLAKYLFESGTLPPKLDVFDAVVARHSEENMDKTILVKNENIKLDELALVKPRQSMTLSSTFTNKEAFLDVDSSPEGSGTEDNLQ
OX1R antag-2: antagonists of human orexin 1 receptor (OX1R). Orexin/Hypocretin receptor type 1 (Homo sapiens), O43613. OX1R-expressing cells, FRET antagonist read-out. inhibition, % at 6.6 µM. 1.8% of 330,000 active. AID 485270, 2010; in the data active means inhibition mostly above about 38%, no sharp cut-off; inactive means mostly below about 40%;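 further: 0% = agonist challenge alone and 100% = reference antagonist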
The depositor's hits bear a star; i = inactive; / = not tested or not shown.

Results follow in this order: OX1R antag-1	CHT allo act	OX1R antag-2
1. O=C(Nc1nccs1)C1CC(=O)N(c2ccc(F)cc2)C1 (centres undefined)
    10	i	3
2. COc1ccc(CNC(=O)CN(Cc2ccco2)C(=O)CCC(=O)Nc2ccccn2)cc1
    -7	i	24
3. O=C(Cn1cc2c(n1)CCCC2)NCc1cccs1
    -10	i	17
4. CC(C)c1ccc(NC(=O)C2CC(=O)N(C(C)C)C2)cc1 (centres undefined)
    -6	i	27
5. O=C(O)COCC(=O)Nc1cc(C(F)(F)F)cc(C(F)(F)F)c1
    6	i	5
6. CN(CC(=O)Nc1ccc(N2CCOCC2)cc1)CC(=O)Nc1ccc(Cl)cc1[N+](=O)[O-]
    -6	i	20
7. Nc1c(C(=O)NCCc2ccccc2)nnn1Cc1ccc(Br)cc1F
    -4	i	-3
8. Nc1nonc1-n1nnc(C(=O)N/N=C/C2CCCCC2)c1-c1ccccc1
    -19	i	21
9. CCOc1ccc(/C=C(\C(=O)O)c2ccc(S(=O)(=O)N3CCCCC3)s2)cc1OC
    -13	/	20
10. CCN1C2OC3OC4C(OC3OC2N(CC)S1(=O)=O)N(CC)S(=O)(=O)N4CC (centres undefined)
    -5	i	14
11. COc1ccc(CNC(=O)C(c2ccco2)N(C(=O)c2snc(C(N)=O)c2N)c2cccc(OC)c2)cc1 (centres undefined)
    -10	i	10
12. COc1cc(N=c2ssnc2Cl)cc(OC)c1
    -8	i	9
13. O=C(COc1ccc2c(-c3ccccc3)cc(=O)oc2c1)Nc1cccnc1
    20	i	9
14. CN(Cc1ccccc1)c1ccc(C(=O)O)cc1[N+](=O)[O-]
    -6	i	22
15. COc1cc(CNc2ccc(N3CCOCC3)c(C(=O)O)c2)ccc1OCC(N)=O
    -12	i	12
16. CCC1CCCCN1S(=O)(=O)c1ccc(C(=O)Nc2nnc(C3=COCCO3)o2)cc1 (centres undefined)
    -12	i	25
17. CC1CC(=O)N(c2ccc(NCc3ccc(Cl)cc3)c([N+](=O)[O-])c2)C1=O (centres undefined)
    8	i	25
18. NC(=O)c1ccsc1NC(=O)CSc1nnc(C2CC2)n1Cc1ccccc1
    -7	i	9
19. CCCOc1ccc(C(=O)N/N=C/c2ccc(-c3ccc(S(=O)(=O)Nc4ncccn4)cc3)o2)cc1
    -6	i	4
20. O=C(NC1(C(F)(F)F)NC(=O)N(c2ccc(F)c(Cl)c2)C1=O)c1ccncc1 (centres undefined)
    -6	i	1
21. CC1CCN(C(=O)CSc2n[nH]c(-c3cccs3)n2)CC1
    -8	i	21
22. COc1ccc(S(=O)(=O)NCCC(=O)NC(C)c2ccccc2)cc1 (centres undefined)
    -4	i	7
23. O=C(Cc1ccc(-c2ccccc2)cc1)NCc1ccccc1
    -14	i	10
24. O=C(CNC(=O)c1ccc2c(c1)OCO2)NCc1cccs1
    -15	/	3
25. O=C(CN1C(=O)S/C(=C\c2ccc(C(=O)O)cc2)C1=O)Nc1ccccc1
    -8	i	1
26. CC(=O)Oc1cc2c(C(=O)NCc3ccncc3)c(C)oc2c2ccccc12
    -34	i	13
27. COC(=O)Cc1ccc(OCc2ccc(Cl)nc2)cc1
    -7	i	8
28. COc1ccc(CNC(=S)N/N=C(\C)c2ccc(OC)cc2)cc1
    -10	i	18
29. O=S1(=O)CC2NC(=S)N(c3cccc(Br)c3)C2C1 (centres undefined)
    -6	i	0
30. O=C(NC(c1ccccc1)c1ccccc1)c1cccc(S(=O)(=O)NCc2ccccc2)c1
    -10	i	17
31. O=c1[nH]c2ccc(Cl)cc2c(-c2ccccc2)c1[N+](=O)[O-]
    16	i	81*
32. O=C(c1ccco1)N1CCN(C(=O)C2CC(c3ccccc3F)=NO2)CC1 (centres undefined)
    -6	i	33
33. O=c1c2cnn(-c3ccc(F)cc3)c2ncn1Cc1cccnc1
    -7	i	-1
34. CCCC(=O)Nc1ccc(OCC(=O)OC)cc1
    -3	i	14
35. O=C(Cc1ccccc1)NC(NCCCN1CCOCC1)(C(F)(F)F)C(F)(F)F
    -20	i	5
36. COc1cccc(Nc2nc(-c3ccccc3)nc3ccccc23)c1
    -17	i	2
37. O=C(NC1CCc2ccccc21)C1CCN(S(=O)(=O)c2ccc(-n3cnnn3)cc2)CC1 (centres undefined)
    -31	i	24
38. S=C(NCCc1ccccn1)Nc1cc(Cl)cc(Cl)c1
    3	i	7
39. CC1(C)CC(=O)C2=C(C1)Nc1ccccc1NC2c1ccc(F)cc1 (centres undefined)
    2	i	45
40. CCOc1ccc(NC2=C(OC)C(=O)c3ccccc3C2=O)cc1
    -25	i	25
41. O=P(c1ccccc1)(c1ccccc1)C(c1ccccn1)P(=O)(c1ccccc1)c1ccccc1
    -22	8.5*	9
42. Cn1cccc1C(=O)OCC(=O)NC1CCS(=O)(=O)C1 (centres undefined)
    0	i	5
43. Nc1ncnc2c1ncn2[C@@H]1O[C@H](CN2CCCS2(=O)=O)[C@@H](O)[C@H]1O
    -1	/	-1
44. Cc1cccc(NCc2ccc(N(C)C)cc2)n1
    -10	i	8
45. COC(=O)c1ccccc1N=Nc1c(N)[nH][nH]c1=O
    -5	i	20
46. CCC(=O)Nc1cccc(NC(=O)c2ccc(Br)cc2)c1
    -23	i	15
47. CCCCCc1nnc(NC(=O)c2cccc(S(=O)(=O)N3CCOCC3)c2)s1
    -42	/	1
48. C=CCOC(=O)c1ccccc1C(=O)OCC=C
    -15	/	5
49. O=C(NCCC1=CCCCC1)C1CCCN(S(=O)(=O)c2ccc(F)cc2)C1 (centres undefined)
    -18	i	13
50. COc1ccc(CNC(=O)c2ccc3c(=O)n(-c4ccccc4)c(=O)[nH]c3c2)cc1
    -4	i	17
51. O=c1[nH][nH]c2ccccc2c1=O
    14	i	-1
52. COc1ccc(CSCC(=O)Nc2ccc(S(=O)(=O)N3CCCCCC3)cc2)cc1
    -3	i	-6
53. CC(C)c1c(O)nc(SCC(=O)N2CCCCC2)[nH]c1=O
    -15	i	5
54. Cc1ccc(NC(=O)CSc2ccc3nnc(-c4ccccn4)n3n2)cc1
    -13	i	10
55. O=C(N/N=C/c1ccc2c(c1)OCO2)c1cccc2ccccc12
    -13	i	17
56. C(=N\N(Cc1ccccc1)c1ccccc1)/c1cccnc1
    -56	i	10
57. Cc1ccc(/C=N/n2c(C)cc(C)c(C#N)c2=O)cc1
    -19	i	12
58. COc1ccc(C(=O)Nc2ncc3c(n2)-c2ccccc2CC3)cc1
    -13	i	14
59. Cc1nc2ccccc2n1C1CCN(CC(=O)Nc2ccccc2Br)CC1
    -1	i	11
60. COCCC(=O)N1CCC(Oc2ccc(C(=O)N(C)CCCC3CCCC3)cc2)CC1
    -8	i	10

Laid out differently: results already given
(49) O=C(NCCC1=CCCCC1)C1CCCN(S(=O)(=O)c2ccc(F)cc2)C1 (centres undefined)
  OX1R antag-1: -18
  CHT allo act: i
  OX1R antag-2: 13

(50) COc1ccc(CNC(=O)c2ccc3c(=O)n(-c4ccccc4)c(=O)[nH]c3c2)cc1
  OX1R antag-1: -4
  CHT allo act: i
  OX1R antag-2: 17

(51) O=c1[nH][nH]c2ccccc2c1=O
  OX1R antag-1: 14
  CHT allo act: i
  OX1R antag-2: -1

(52) COc1ccc(CSCC(=O)Nc2ccc(S(=O)(=O)N3CCCCCC3)cc2)cc1
  OX1R antag-1: -3
  CHT allo act: i
  OX1R antag-2: -6

(cont.)
Results follow in this order: OX1R antag-1	CHT allo act	OX1R antag-2
61. CC1(C)CC(=O)C/C(=N/NC(=O)COc2ccc(Cl)cc2Cl)C1
    -24	i	8
62. CC(C)NC(=O)c1ccc(CS(=O)(=O)c2ccc(Br)cc2)o1
    -11	i	11
63. O=C1CC(c2cccc(Cl)c2)c2cc3c(cc2N1)CCC3 (centres undefined)
    -26	i	9
64. Cc1ccc(C)c(NC(=O)CCN2CCCC(C)C2)c1 (centres undefined)
    -7	i	20
65. Cc1nc2cc(OCc3cc(C(=O)NC(C)c4cn(C)nc4C)no3)ccc2s1 (centres undefined)
    -7	i	24
66. CC(C)Oc1ccc(-c2cc(=O)[nH]c(=O)[nH]2)cc1
    1	i	12
67. CCCCCCCCCOC(=O)C1N2C(=O)[C@@H](NC(=O)COc3ccccc3)[C@H]2SC1(C)C (some centres undefined)
    -26	i	34
68. CCOC(=O)Cc1csc(SCC(=O)Nc2cccc(C#N)c2)n1
    -16	i	7
69. COc1ccc(CCNC(=O)c2coc3ccccc3c2=O)cc1OC
    -25	i	27
70. CC(=Nc1ccccc1)C1=C(O)CC(C)(C)CC1=O
    6	i	17
71. Cc1ccc(Oc2ncccc2/C=N/OCc2ccc(Cl)cc2Cl)cc1
    -4	i	13
72. CCNC(=S)Nc1nc2c(cc1C(=O)OCC)CCCC2
    -22	i	25
73. O=c1ccnc(Sc2ncccc2[N+](=O)[O-])[nH]1
    -30	i	92*
74. O=C(CCc1nc2ccccc2c(=O)[nH]1)NNC(=O)COc1ccc(Br)cc1
    -26	i	11
75. C=CCn1c(COC)nnc1SCC(=O)c1ccc(F)cc1
    -17	i	10
76. COc1ccc(Br)cc1/C=N/N1CCN(Cc2ccccc2Cl)CC1
    -40	i	7
77. CCOC(=O)Cc1cnc(NC(=O)CSc2nc3ncnc(N)c3[nH]2)s1
    -2	i	15
78. Cc1nn(-c2nnc(NC3CCCCC3)nn2)c(C)c1Br
    -14	i	16
79. O=C(CCc1ccccc1)NNC(=O)C1CCCCC1
    -22	i	0
80. O=S(=O)(NCc1csc(-c2cccs2)n1)c1ccccc1
    -16	i	12
81. O=C1CN(c2nc(-c3ccccc3)c3ccccc3n2)c2ccccc2N1
    -36	i	11
82. O=C(Nc1cccc(S(=O)(=O)Nc2ccc(Cl)cc2)c1)c1ccc(Cl)nc1
    -3	i	44
83. CCOc1ccc(NC(=O)c2cccnc2C(=O)O)cc1
    -6	i	9
84. CCOc1ccc(-c2c(=O)n(OCC)c3ccccc3[n+]2[O-])cc1
    -21	i	30
85. CC(=O)n1nc2nc(C)cc(C)c2c1N
    -8	i	8
86. COc1ccccc1OCC(=O)NCc1cccs1
    -27	i	14
87. CC(C)C(NC(=O)C1CCCCC1)C(=O)NC1=NCCS1 (centres undefined)
    0	i	14
88. CCOC(=O)C1=C(COC(=O)[C@@H](NC(=O)c2cccc(C)c2)C(C)C)NC(=O)NC1C (some centres undefined)
    -39	/	16
89. Cc1cccc(C)c1OCC(O)CN1CCN(c2ccccn2)CC1 (centres undefined)
    -24	i	23
90. COc1ccc(C2CC(c3ccccc3)=NN2C(=O)CSc2ncn[nH]2)cc1 (centres undefined)
    -11	i	6
91. COC(=O)c1c(C)oc(C)c1S(=O)(=O)Nc1ccc(C(C)C)cc1
    -30	i	5
92. O=C(CN1C(=O)COc2ccccc21)N(Cc1cccnc1)Cc1ccccc1F
    -18	i	20
93. O=C(CSc1nc2ccccc2c(=O)n1CCCN1CCOCC1)Nc1ccc(Br)cc1
    -15	/	8
94. Cc1cc(=O)n2nc(N3CCC(C(=O)NC(C)c4ccccc4)CC3)sc2n1 (centres undefined)
    -14	i	8
95. COc1cccc(/C=N/n2c(N)nc3ccccc32)c1OC
    -25	i	25
96. CC(C)NCC(O)COc1ccc(COCCOC(C)C)cc1 (centres undefined)
    -9	i	14
97. CCS(=O)(=O)c1ccc2c(c1)N(S(C)(=O)=O)CC(C(=O)NCc1ccccc1OC)O2 (centres undefined)
    -20	i	14
98. Cc1cc(SCCOc2ccccc2)nc(N)n1
    -6	i	17
99. CCCCOC(=O)CCN1C(=O)/C(=C2\SC(=S)N(CCC(=O)OCCCC)C2=O)SC1=S
    3	i	6
100. O=c1c2ccccc2[nH]c2ccccc12
    -1	i	18
101. CC1CC(=O)Nc2ccccc2N1C(=O)Nc1ccc(F)cc1F (centres undefined)
    -6	i	13
102. COc1ccc(OC)c(CN2CCN(C(=O)CCNC(=O)c3ccc(Br)cc3)CC2)c1
    -28	i	17
103. NC(=O)c1ccccc1OCC(=O)c1ccc(Cl)cc1
    -20	i	7
104. O=C(Nc1nc2ccccc2[nH]1)c1cccc(S(=O)(=O)N2CCOCC2)c1
    -34	i	9

Looked up above:
no. 92 in OX1R antag-1 = -18
no. 103 in OX1R antag-2 = 7
no. 100 in OX1R antag-2 = 18
no. 101 in OX1R antag-2 = 13

Molecules listed so far with a CF3 group, in the order listed:
Results follow in this order: OX1R antag-1	CHT allo act	OX1R antag-2
5. O=C(O)COCC(=O)Nc1cc(C(F)(F)F)cc(C(F)(F)F)c1
    6	i	5
20. O=C(NC1(C(F)(F)F)NC(=O)N(c2ccc(F)c(Cl)c2)C1=O)c1ccncc1 (centres undefined)
    -6	i	1
35. O=C(Cc1ccccc1)NC(NCCCN1CCOCC1)(C(F)(F)F)C(F)(F)F
    -20	i	5

Screening results from PubChem BioAssay.

Compounds as they come; overall some 2.5% were active at least once.
